Integrin act MD = activators of alpha7 integrin expression for muscular dystrophy | Potency, µM (series often up to 38.3 µM), inactives show at the top dose activation, usual class: activators | AID 624291 | alpha7betagal myoblasts, beta-gal FDG fluorescence, 48 h | actives 0.064% (n = 350,000);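 also: potency is read from the fitted curve at half-maximal effect; 100% = response of the positive control SU9516; nearly all actives have a fitted effect of over 60% in size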
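Alpha7betagal+/- myoblasts (passage 13) were plated 16-24 hr, then exposed to compounds (1:260 dilution of DMSO stock) for 48 hours at 37C. After MPER lysis, β-galactosidase reporter activity was read as FDG fluorescence (ex 480/em 540) after 30 minutes.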
Tb PFK block = blocks T. brucei phosphofructokinase; O15648; T. brucei PFK, ADP-Glo luminescence; Potency, µM (titrated, usually from 57.5 µM), inactives show at the top dose activity, negative = inhibition, hits mostly inhibitors; actives 0.17% (n = 330,000); AID 485367;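 also: potency is read from the fitted curve at half-maximal effect; 0% = uninhibited 1x PFK enzyme wells and -100% = no-enzyme wells; nearly all actives have a fitted effect of over 60% in size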
Target sequence (O15648 whole entry, looked up): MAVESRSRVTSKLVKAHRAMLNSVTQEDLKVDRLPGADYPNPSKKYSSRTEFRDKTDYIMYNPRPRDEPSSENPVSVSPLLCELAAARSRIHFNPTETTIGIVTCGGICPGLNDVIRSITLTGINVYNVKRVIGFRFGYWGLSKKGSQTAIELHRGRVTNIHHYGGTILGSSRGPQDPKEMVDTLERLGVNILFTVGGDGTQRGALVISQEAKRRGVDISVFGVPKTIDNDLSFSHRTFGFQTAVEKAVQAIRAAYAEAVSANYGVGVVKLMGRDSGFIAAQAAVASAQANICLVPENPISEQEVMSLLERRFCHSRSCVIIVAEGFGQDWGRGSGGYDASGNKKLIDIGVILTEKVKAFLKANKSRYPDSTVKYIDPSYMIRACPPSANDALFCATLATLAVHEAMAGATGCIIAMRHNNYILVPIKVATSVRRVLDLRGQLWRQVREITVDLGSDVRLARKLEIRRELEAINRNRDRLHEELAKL
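Luminescent ADP detection (ADP-Glo, two-step: ATP depletion then ADP-to-ATP conversion for luciferase) reported PFK activity after 45 min room-temperature reaction of 1.25 nM enzyme with 0.5 mM F6P and 0.1 mM ATP at pH 8.0.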
Mito fusion yeast = mitochondrial division inhibition or fusion activation; S. cerevisiae fusion-defective mutant growth rescue, CellTiterGlo 48 h; Potency, µM (highest dose often 46.1 µM), inactives show at the top dose growth rescue (activation), hits mostly activators; actives 0.23% (n = 320,000); AID 485298;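 also: potency is read from the fitted curve at half-maximal effect; % of control where 0% means no effect; nearly all actives have a fitted effect of over 45% in size; temperature-sensitive fusion mutants such as fzo1-1 at 37 °C on non-fermentable ethanol glycerol medium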
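Compounds are tested for their ability to restore growth of mitochondrial fusion-defective yeast strains at non-permissive 37C in YPEG medium over 48 hours. Viability is quantified by luciferase luminescence.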
Chronic BCR inh = inhibitors of chronic active B-cell receptor signaling. ABC-DLBCL IkBa-CBG/CBR reporter, luminescence ratio, 4 h. Potency, µM (series often up to 46.1 µM), without a hit: at the highest dose ratio change, negative = lower green/red ratio, usual class: inhibitors. actives 0.05% (n = 340,000). AID 493014; active = well fitted inhibition curve with a large enough effect in the signal ratio, with a control signal flat, not every such curve was filed as active; inconclusive = small, poorly fitted or top-dose-only effect, or effect the other way, or a change in a side signal; the % refers to the signal ratio;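 also: potency is read from the fitted curve at half-maximal effect; plate controls were basal doxycycline-induced cells for no effect and cells given 10 µM MG132 for full effect; MG132 reads +100%, hits lower the ratio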
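TMD8 human ABC-DLBCL cells with doxycycline-inducible IκBα–green luciferase fusion and unfused red luciferase, in 0.5% FBS medium; compounds up to 46 uM, 4 h at 37C. Green/red luminescence ratio, filter-overlap corrected, fitted to concentration-response curves.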
TSG101-PTAP inh = blocks PTAP/TSG101 interaction to inhibit HIV-1 budding | Q99816 | Fluorescence polarization, FITC-PTAP peptide / Tsg101 binding | Potency, µM (top dose mostly 115 µM), for the others: at the highest dose activity change, negative = inhibition, most hits filed as inhibitors | 340,000 tested, under 10 active | AID 493005; active = well fitted inhibition curve with a large enough effect in the main read-out, with a control signal flat, not every such curve was filed as active; inconclusive = small, poorly fitted or top-dose-only effect, or effect the other way, or a change in a side signal; inactive = no such curve, though single readings can be large or run the other way; also: potency is read from the fitted curve at half-maximal effect; % of control where 0% means no effect
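Fluorescence polarization binding of Tsg101 binding domain (10 uM final) to FITC-labeled PTAP peptide (50 nM final) in HEPES pH 7.5 buffer with NaCl, Tween 20, EDTA, TCEP. Compounds added before peptide; binding 20 min at RT.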
Eya2 inh = Eya2 (human) phosphatase inhibition; O00167; recombinant Eya2, OMFP fluorescence dephosphorylation (OMFP is methylfluorescein phosphate); Potency, µM (series often up to 76.9 µM), inactives show at the top dose activity, negative = inhibition, most hits filed as inhibitors; actives 0.006% (n = 330,000); also: potency is read from the fitted curve at half-maximal effect; % is scaled to controls: 0 for no effect and ±100 for the full control effect
Target sequence (O00167 whole entry, looked up): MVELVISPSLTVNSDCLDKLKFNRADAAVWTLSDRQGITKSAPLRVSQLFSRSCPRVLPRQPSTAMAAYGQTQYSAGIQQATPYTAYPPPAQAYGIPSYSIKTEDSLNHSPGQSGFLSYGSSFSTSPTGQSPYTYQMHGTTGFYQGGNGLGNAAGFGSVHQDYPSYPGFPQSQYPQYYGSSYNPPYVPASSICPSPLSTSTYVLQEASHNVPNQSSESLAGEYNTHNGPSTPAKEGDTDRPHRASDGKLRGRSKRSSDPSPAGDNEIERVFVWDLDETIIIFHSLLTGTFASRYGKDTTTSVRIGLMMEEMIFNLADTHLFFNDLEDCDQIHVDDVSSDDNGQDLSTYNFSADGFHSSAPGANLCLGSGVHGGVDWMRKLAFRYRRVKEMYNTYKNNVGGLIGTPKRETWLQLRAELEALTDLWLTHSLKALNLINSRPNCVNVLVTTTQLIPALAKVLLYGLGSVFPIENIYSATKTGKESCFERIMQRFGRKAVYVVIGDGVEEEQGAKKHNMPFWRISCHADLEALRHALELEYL
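Eya2 (0.2 uM) preincubated 10 min at ambient with compound, then OMFP substrate added at 50 uM; 10 min reaction in 50 mM HEPES pH 7.5, 50 mM NaCl, 5 uM MgCl2, 0.05% BSA, 1 mM DTT. Fluorescence read at Ex 485/Em 525 nm.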
S-ASM inh = inhibitors of human secretory acid sphingomyelinase. P17405. placental ASM, HMU-PC fluorogenic substrate, 60 min. Potency, µM (titrated, usually from 57.5 µM), for the others: at the highest dose activity change, negative = inhibition, hits mostly inhibitors. actives 0.006% (n = 340,000); also: potency is read from the fitted curve at half-maximal effect
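Human placenta-derived ASM preincubated with compound 10 min at room temperature, then reacted with 9 uM (final) fluorogenic HMU-PC substrate for 60 min at 37 C. Stop solution raises pH to 10; fluorescence read at Ex 386/Em 447 nm.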
TSHR antag = human thyrotropin receptor antagonism; TSHR-expressing cells, TSH-stimulated cAMP HTRF, 2 h; hits give low values; P16473; activity change, negative = inhibition, % at 11.5 µM; actives 0.2% (n = 330,000);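 active = activity change below a set negative limit, meaning inhibition stronger than a set level, cut at about -70% in these data; inconclusive = activity change between two set negative limits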; also: % is scaled to controls: 0 for no effect and ±100 for the full control effect
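Read-out is FRET at 665 nm (cryptate excitation 337 nm) from a cryptate-tagged anti-cAMP antibody, competed by cell cAMP against cAMP-d2. Compounds are tested on freshly harvested TSHR cells challenged with 4nM TSH (EC80) for 2 hours at 37 deg C.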
AT treatment = potential ataxia-telangiectasia treatments restoring KAP-1 phosphorylation | […] A-T fibroblasts, KAP-1 phosphorylation AlphaLISA; neocarzinostatin DNA damage 30 min before lysis | Potency, µM (titrated, usually from 57.5 µM), for the others: at the top dose activation, usual class: activators | actives 0.19% (n = 320,000) | AID 485349; also: potency is read from the fitted curve at half-maximal effect; % of control where 0% means no effect; nearly all actives have a fitted effect of over 45% in size
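ATM-like activity read as KAP-1 phosphorylation via AlphaLISA donor/acceptor antibody pairs after lysis and 6 hr at 25C. Cells were ATM-null patient fibroblasts ([…], hTERT), dosed 60 min, then exposed to the DSB inducer NCS for 30 min.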
ELG1 DNA repair = ELG1-dependent DNA repair inhibition; HEK293T ELG1-luciferase reporter, luminescence, 16 h; DNA damage induced by 5-fluorouridine; Potency, µM (doses to about 46.1 µM), for inactives: at the top dose activity change, negative = inhibition, most hits filed as inhibitors; AID 504467; actives 2.3% (n = 330,000); also: potency is read from the fitted curve at half-maximal effect; % is scaled to controls: 0 for no effect and ±100 for the full control effect; nearly all actives have a fitted effect of over 55% in size
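Reporter activity after DNA damage by 5-fluorouridine is monitored. Compound-treated cells incubate 16 hr at 37 °C, then ONE-Glo is added for 30 min before luminescence reading.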
TCR act = activates T cell receptor signaling. primary human leukocytes, anti-CD3, IL-2 HTRF, 48 h. Potency, µM (highest dose often 9.22 µM), for inactives: at the highest dose activation of IL-2 secretion, usual class: activators. AID 504894. 330,000 tested, under 10 active; also: % of control where 0% means no effect
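IL-2 produced over 48 hr by a-CD3 bead-stimulated primary human leukocytes exposed to compounds was detected with a homogeneous time-resolved FRET immunoassay, 665nm acceptor signal after 320nm excitation.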
* = called active by the depositor; ? = inconclusive; nt = no result given; [ ] = remark or other dose. Unless noted, calls follow the shape of the dose curve; as a rule, active = well fitted curve in the direction sought with a large enough effect; inconclusive = small, poorly fitted or top-dose-only effect, or another doubt; inactive = no such curve, though single readings can be large; an effect the other way counts as inactive or inconclusive. The order is random; any-hit rate near 3.2%.

SMILES | Integrin act MD | Tb PFK block | Mito fusion yeast | Chronic BCR inh | TSG101-PTAP inh | Eya2 inh | S-ASM inh | TSHR antag | AT treatment | ELG1 DNA repair | TCR act
C=CCNC(=O)c1cc(-c2ccc(Br)cc2)on1 | 3% | 5% | 0% | -11% | -3% | -26% | 5% | 6 | 4% | ? | -5%
CC(=O)Cc1nsc(NC(=O)c2ccc(COc3ccccc3)o2)n1 | 10% | 1% | 0% | 11% | -1% | -19% | -2% | -3 | 3% | -4% | -1%
CC(=O)c1ccc(OC(=O)CCc2ccccc2)cc1 | -17% | -5% | 0% | 0% | -6% | -8% | 0% | 13 | -6% | 5% | 4%
COc1ccc(CS(=O)(=O)c2nc(C)cc(C)c2S(C)(=O)=O)cc1 | 12% | -5% | -3% | 2% | -2% | 2% | 3% | 6 | -5% | 0% | 1%
Cc1cccc(C)c1N1CCN(C(=O)N2CCCCC2)CC1 | -39% | -4% | 8% | -2% | -4% | 4% | 2% | 8 | -1% | ? | nt
O=C(NCC1CCCN(Cc2ccccc2F)C1)c1cccc(C(F)(F)F)c1 (stereo not drawn) | 1% | 0% | -6% | 0% | -1% | -5% | 1% | 3 | -1% | 10% | -1%
O=C1[C@@H]2[C@H](C(=O)N1n1cnnc1)[C@H]1C=C[C@@H]2C1 | -11% | 0% | 0% | ? | 0% | -4% | 2% | -2 | 3% | -1% | -3%
COc1ccccc1-c1cc(C(=O)N/N=C/c2ccc(C)o2)c2ccccc2n1 | 14% | 0% | 2% | 0% | -1% | 8% | -5% | 0 | 0% | ? | -2%
CN(C)c1cccc(C(=O)Nc2ccc(N3CCOCC3)cc2)c1 | 14% | 4% | 1% | ? | -5% | -14% | -2% | -14 | -1% | ? | 4%
CC(CCc1ccccc1)NC(=O)Cc1ccccc1 (stereo not drawn) | -16% | 0% | 0% | ? | -3% | 8% | 2% | -1 | 8% | 2% | -1%[46.1 µM]
CCOc1ccc(C(=O)NC2CC(=O)N(c3ccc4c(c3)OCCO4)C2)cc1 (stereo not drawn) | 0% | -8% | -6% | -8% | -1% | 11% | -1% | 9 | 5% | 0% | -2%
COc1cccc(CN(C)C(=O)C2CSC3(C)CCC(=O)N23)c1OC (stereo not drawn) | 21% | -7% | -1% | 1% | 0% | 4% | -1% | -5 | 4% | 14% | -1%
CC(=O)Nc1ccc2ccccc2c1 | 14% | -2% | -1% | -3% | -3% | -22% | 0% | 8 | 2% | ? | 1%
CN(C)S(=O)(=O)N1CCN(c2ccc(Cl)cc2)CC1 | 13% | -1% | 1% | ? | -4% | 12% | 3% | 31 | 2% | 12% | 5%
CC(C)(C)CC(=O)Nc1cccc(-c2cn3cccnc3n2)c1 | 21% | 9% | -1% | 5% | -8% | 1% | 251%[activator] | -8 | 3% | ? | -5%
Cc1ccc(NC(=O)C2Cc3ccccc3CN2C(=O)c2ccccc2)cc1Cl (stereo not drawn) | 4% | 0% | ? | ? | -3% | -12% | -3% | -11 | 8% | 9% | -5%[46.1 µM]
C=CCNc1ncnc2c1ncn2C1OC(CO)C(O)C1O (stereo not drawn) | -52%[inhibitor] | -1% | 2% | ? | 3% | 1% | -1% | -4 | 2% | -19% | 5%
CCCC(=O)NC(=S)Nc1cccc(C(C)=O)c1 | 0% | -1% | -7% | -1% | -2% | 17% | 1% | 6 | 6% | -1% | 3%
O=C(CCCN1CCC(NC(=O)c2ccccc2)CC1)c1ccc(Cl)cc1 | -30% | 1% | ? | 3% | 0% | -6% | -4% | 11 | 0% | -4% | -8%
COc1cc(C2C(C#N)=C(N)Oc3cc(O)ccc32)cc2c1OCO2 (stereo not drawn) | 6% | -4% | 3% | -3% | -10% | 23% | 2% | -6 | 17% | ? | 0%
O=C(Nc1cccc(F)c1)Nc1ccnn1C1CCN(C(=O)c2cscn2)CC1 | ? | -3% | 0% | ? | -4% | 3% | 3% | 33 | 0% | ? | 3%
Cc1ccc(SCc2ccc(C(=O)N3CCCC3)cc2)cc1 | -49% | -7% | 17% | ? | 2% | -3% | 0% | -2 | 5% | ? | 9%
Cc1nc(NC(=O)C2CC3CCCC(C2)C3=O)sc1C (stereo not drawn) | -8% | -5% | 1% | 14% | -3% | -2% | 1% | 9 | 8% | ? | 0%
CCS(=O)(=O)c1ncc(Cl)c(C(=O)Nc2ccccc2OC)n1 | -25% | 0% | -9% | 9% | -3% | 9% | -3% | -14 | -7% | -7% | -3%
CN(C)C(/C=C/Nc1cccc([N+](=O)[O-])c1)=C(C#N)C#N | -8% | -2% | -5% | 1% | -6% | 11% | -2% | 6 | -7% | -7% | 1%
COc1ccc(S(=O)(=O)NC(C)C(=O)Nc2cccc([N+](=O)[O-])c2)cc1 (stereo not drawn) | -2% | -9% | 18% | 3% | -1% | 0% | -3% | 20 | 5% | 15% | -2%[46.1 µM]
C=CCN(CC=C)C(=O)CN1C(=O)NC(C)(c2ccc3cc(OC)ccc3c2)C1=O (stereo not drawn) | 15% | 2% | 7% | -6% | -8% | -3% | -3% | -6 | 5% | 0% | 0%
Cc1ccc(OCCn2nnc3ccccc32)cc1C | -33% | -2% | 1% | -9% | -3% | -7% | -3% | -12 | 2% | ? | -12%
Cc1ccc(N/N=C/c2c(C)c(C#N)c(=O)n(C)c2O)cc1C | 3% | ? | -6% | 7% | -5% | 9% | 9% | 0 | 3% | 6% | 6%
NC(=O)c1c(NC(=O)CSc2nnc(-c3ccco3)n2N)sc2c1CCCC2 | 11% | -22% | 6% | -1% | -5% | 17% | 0% | 25 | 3% | 1% | -1%
CCCC(=O)NC1C2CC3CC(C2)CC1C3 (stereo not drawn) | -20% | -13% | 2% | -3% | -5% | 8% | -2% | -3 | 0% | 2% | 3%
CCCC(=O)Nc1nnc(CCOC)s1 | 0% | -4% | -1% | 4% | 1% | -4% | 5% | 3 | -2% | 17% | 2%[46.1 µM]
Cc1c(C(C)(C)C)sc(=NC(=O)c2ccccc2O)n1C | 20% | -3% | 21% | ? | 0% | 6% | 46% | -1 | -2% | ? | -2%
O=C(NCCCn1ccnc1)c1ccc(N2CCCCC2)c([N+](=O)[O-])c1 | -10% | 2% | -2% | 7% | -6% | 7% | -7% | -10 | -6% | ? | -4%
O=C(Nc1ccc(C(=O)N2CCOCC2)cc1)c1cc(-c2cccnc2)nc2ccc(Cl)cc12 | -23% | 0% | 4% | 2% | 0% | 4% | -1% | -10 | 0% | ? | -2%
Cc1nc(Cl)sc1C(=O)Nc1cc(F)cc(F)c1 | -16% | -2% | 6% | 1% | -2% | -4% | -4% | -13 | 1% | 0% | 7%
COc1cc(NC(=O)Cn2nc(C(F)(F)F)c(Br)c2C)cc([N+](=O)[O-])c1 | -23% | -6% | -4% | 2% | -6% | -6% | -6% | -41 | 5% | 18µM* | -4%
O=C(C/C(=N\NC(=O)c1ccccc1Br)C(F)(F)F)c1cccs1 | 3% | 0% | 20% | ? | -4% | 7% | -2% | 3 | 0% | 8% | -8%[46.1 µM]
O=C1N(Cc2cccc(Cl)c2)C[C@@H]2C[C@@H](c3c[nH]c4ccccc34)N3CCC[C@@]123 | -41% | -5% | 7% | 15% | 13% | -2% | 0% | -2 | -10% | -2% | -1%
CCC1=C(OC(=O)N(CC)CC)N2C(=O)OC(=NCC(=O)OC)[C@]2(Cc2ccccc2)[C@H]2C1=CC[C@H]1C(=O)N(C)C(=O)[C@H]12 | 14% | -3% | -5% | 9% | -3% | 6% | 2% | 5 | 26% | 7% | 3%
